Screening results (PubChem BioAssay)
Wnt bcat act = activates Wnt/beta-catenin signaling in a reporter cell assay | 1.2% of 300,000 active | activator, plate reader | activation, % at 9.35 µM; in the data active = activation above about 30%, passing the limit was not always enough; inconclusive = no clear call, values can overlap the other calls;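 also: 0% = neutral control wells and 100% = positive control wells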
Rtt109 HAT inh = C. albicans Rtt109 histone acetyltransferase inhibition. purified Rtt109/Vps75, ThioGlo CoA-SH fluorescence, 4 h. inhibition, % at 34.9 µM. 0.16% of 330,000 active;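 active = inhibition of at least 50% in every replicate; inconclusive = best replicate reaches 50% inhibition but some replicates fall short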
Target sequence (Q5AAJ8 whole entry, looked up): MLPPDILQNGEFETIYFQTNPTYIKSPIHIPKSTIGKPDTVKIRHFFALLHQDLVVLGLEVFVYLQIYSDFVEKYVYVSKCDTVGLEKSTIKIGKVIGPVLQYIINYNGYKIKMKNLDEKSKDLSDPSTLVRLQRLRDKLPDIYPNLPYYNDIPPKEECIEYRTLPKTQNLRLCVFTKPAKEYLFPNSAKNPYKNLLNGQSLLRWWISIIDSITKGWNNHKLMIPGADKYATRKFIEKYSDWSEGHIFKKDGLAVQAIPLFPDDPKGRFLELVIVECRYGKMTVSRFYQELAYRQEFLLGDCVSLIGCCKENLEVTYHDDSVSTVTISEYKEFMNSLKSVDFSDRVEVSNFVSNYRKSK
RTF Ca sens act = increases calcium sensitivity of human cardiac regulated thin filaments | IANBD-labeled TnC RTF fluorescence at EC20 calcium; 0% EC20 calcium, 100% full calcium | P19429+P45379 | 0.24% of 340,000 active | activation, % at 7.2 µM;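 active = activation above the mean over all tested compounds plus 3 SD, cut at about 30% in these data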;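 also: rise in fluorescence read as greater calcium sensitivity of cardiac thin filaments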
MITF act = activators of MITF-driven TRPM1 promoter activity in SK-MEL-5 cells | AID 588334 | SK-MEL-5 TRPM1-promoter luciferase, 24 h; % of positive control, neutral wells = 0 | activation, % at 12.5 µM | 0.75% of 300,000 active;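 active = mean activation of at least 80% with every replicate also reaching 80%; inconclusive = mean reaches 80% but some replicate falls short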;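 also: 0% = neutral control wells and 100% = parthenolide positive control wells; values of inactives mirror those of a sister screen read the other way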
CDK5 inh = CDK5/p35 (human) kinase inhibition; Q00535+Q15078; Recombinant CDK5/p35, ADP-Glo luminescence, 60 min; inhibition, % at 10 µM; 0.01% of 330,000 active; AID 488839;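 active = highest replicate inhibition of at least 50% and at least 75% of replicates reaching 50%; inconclusive = only one of the two criteria met; inactive = both criteria failed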;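 also: plate controls were DMSO neutral control for no effect and GW8510 at 10 µM for full effect; many of its hits are not listed in these tables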
CAL PDZ FP-1 = inhibitors of human CAL PDZ peptide binding | purified CAL PDZ, TMR-peptide fluorescence polarization, 1 h | Q9HD26 | 0.92% of 300,000 active | AID 602252 | inhibition, % at 24.9 µM;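 active = mean inhibition of at least 30% with at least half of replicates also reaching 30%; inconclusive = no clear call, values can overlap the other calls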;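 also: 0% = DMSO neutral control and 100% = excess unlabeled competitor peptide PRC23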
V-ATPase pHluor = yeast V-ATPase proton transport regulation by pHLuorin; S. cerevisiae, pHLuorin cytosolic pH fluorescence; 0.37% of 350,000 active; AID 504577; response, % at 10 µM; in the data active = response mostly above about 7.3%, no sharp cut-off; inactive = mostly below about 5.4%; also: actives read high; inactives centre near 0; some compounds called inactive have numbers as strong as hits
dFosB act = enhances mouse delta FosB homodimer DNA binding; P13346; purified delta FosB, TAMRA-CDK5 oligo fluorescence polarization; percent of positive-control signal above neutral wells; activation, % at 25 µM; 0.99% of 340,000 active;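 active = mean activation above about 17%, with every replicate also reaching it, limit read from the data, passing the limit was not always enough; inconclusive = only one of the two conditions met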;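 also: fluorescence polarization rise as delta FosB binds a TAMRA Cdk5 AP-1 oligo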
Target sequence (P13346 whole entry, looked up): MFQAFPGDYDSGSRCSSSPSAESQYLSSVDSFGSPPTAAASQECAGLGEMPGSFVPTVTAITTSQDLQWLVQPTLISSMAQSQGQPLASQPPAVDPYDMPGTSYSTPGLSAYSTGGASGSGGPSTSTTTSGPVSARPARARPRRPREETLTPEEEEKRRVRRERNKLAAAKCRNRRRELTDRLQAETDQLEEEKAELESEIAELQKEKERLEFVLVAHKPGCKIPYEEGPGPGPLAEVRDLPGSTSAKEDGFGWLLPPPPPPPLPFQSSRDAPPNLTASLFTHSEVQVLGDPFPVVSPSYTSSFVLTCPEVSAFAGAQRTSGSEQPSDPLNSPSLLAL
CAL PDZ FP-2 = inhibitors of human CAL PDZ peptide binding | purified CAL PDZ, TMR-peptide fluorescence polarization, 1 h | inhibition, % at 20 µM | 0.02% of 330,000 active | AID 504414;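 active = highest replicate inhibition of at least 40%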;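 also: plate controls were DMSO neutral control wells for no effect and unlabeled competitor peptide control wells for full effect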
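Read-out basis: mP drop reported as inhibition | Assay system: Tagged CAL PDZ protein CerCALP, purified | Benchmarks: Unlabelled peptide for full inhibition, DMSO wells as neutral | Schedule: 1 h incubation at room temperature before polarization reading | Buffer or medium: Sodium phosphate/NaCl buffer pH 7.4 with TCEP, IgG, Thesit | Doses: Single point, 20 µM | Measured by: Fluorescence polarization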
Tat transport = blocks Tat-dependent protein export in E. coli; inhibition, % at 10 µM; E. coli MC4100 TorA-mCherry Tat export, fluorescence; AID 488895; 0.036% of 340,000 active;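 active = mean replicate inhibition at least 50% and at least half of replicates individually reaching 50%; inconclusive = only one of the two criteria met; inactive = neither criterion met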;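 also: exported cargo escapes ClpAP degradation while cytoplasmic cargo is degraded and loses fluorescence; 0% = median of neutral control wells and 100% = median of NaSCN control wells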
* = called active by the depositor; u = inconclusive; x = not tested or not shown. This is a random part of the collection; any-hit rate near 4.1%.

Wnt bcat act	Rtt109 HAT inh	RTF Ca sens act	MITF act	CDK5 inh	molecule	CAL PDZ FP-1	V-ATPase pHluor	dFosB act	CAL PDZ FP-2	Tat transport
2	7	-3	-1	0.9	Cc1ccc2c(c1)C(c1ccccc1)N(C(=O)CC(C)C)CC(=O)N2 (stereo unspecified)	-2	0	-7	-0.5	3
1	-17	9	-3	-0.6	Cc1cc(C)c(S(=O)(=O)Nc2ccc(C(=O)O)cc2)cc1S(=O)(=O)Nc1ccc(C(=O)O)cc1	-3	-3	-1	-0.8	0
-1	18	3	-1	-0.9	CCOc1ccc(-n2ccnc(SCC(=O)NCc3cccc(OC)c3)c2=O)cc1	-2	6	-13	-1.4	15
0	4	7	-6	-0.2	O=C(CN1CCN(Cc2ccccc2)CC1)N/N=C/c1cccs1	-6	3	-1	-1.2	5
-1	6	1	-10	2.3	Cc1cccc(N(C(=O)c2snc(C(N)=O)c2N)C(C)C(=O)NCC2CCCO2)c1 (stereo unspecified)	x	0	2	-0.5	-4
x	-2	5	6	-0.3	O=C(CSCc1nc2ccccc2[nH]1)Nc1ccc2ccccc2c1	x	0	14	-1.3	-7
3	3	-2	10	-2.3	CC(=O)c1c(C)[nH]c(C(=O)OCc2ccc(F)cc2Cl)c1C	-5	2	1	-0.6	-2
-10	-12	8	x	-1.3	COc1cc(-c2nnc(Cn3cc(C(F)(F)F)ccc3=O)o2)cc(OC)c1OC	-17	-3	-9	-0.6	2
37*	-4	-7	45	1.2	Cc1ccc(C(=O)NCCC(=O)N2CCOCC2)cc1	-2	0	0	-2.4	-7
0	-26	0	-2	0.1	NC(=O)c1c(NC(=O)C(=O)N2CCOCC2)sc2c1CCCC2	-6	-1	-5	-2.0	-5
-3	-3	10	x	-0.2	Cn1nc(CC(=O)NCc2ccc(C(F)(F)F)cc2)c2ccccc2c1=O	1	0	-2	-2.3	-2
24	6	-2	x	-2.3	Cc1ccc(C)c(NC(=S)NCCc2c[nH]c3ccccc23)c1	-1	-1	-10	-0.2	0
-4	4	3	3	-1.1	COc1ccccc1N1CCN(C(=O)CN(C)S(=O)(=O)c2cc(C)ccc2OC)CC1	3	4	0	-0.4	-2
x	36	0	-3	-0.7	Cc1nc2cc(NC(=O)N3CCN(c4ccccn4)CC3)ccc2o1	-1	-1	-1	-1.8	2
-1	-13	5	-5	-4.4	CCCCc1cc(=O)oc2c3c(cc(OCC(=O)N4CCC[C@H]4C(=O)O)c12)OC(C)(C)CC3	0	-2	-8	0.3	7
x	5	3	-11	0.6	CC(NC(=O)C1CCC1)c1ccc2c(c1)OCO2 (stereo unspecified)	0	0	0	x	-1
x	0	-1	-6	1.6	O=C(OCC(=O)N1CCN(C(=O)c2ccco2)CC1)c1ccccc1Cc1ccccc1	-4	4	-12	-3.2	5
-2	-2	1	6	1.3	Cc1ccc2nc(SCC(=O)N3CCC(C)CC3)nc(=O)n2c1	-1	-2	1	0.2	5
x	7	-1	-1	-1.2	Cn1c(=O)cc(SCC(=O)NCc2ccco2)c2ccccc21	-5	-2	0	0.8	0
-2	-4	-1	-1	-0.4	O=C1NC(c2ccccc2)Cc2ccncc21 (stereo unspecified)	0	1	3	0.5	-7
-1	-1	3	x	0.1	CCc1sc(NC(=O)CN2CCC(C(N)=O)CC2)nc1-c1ccccc1	-3	0	-2	-0.9	-2
x	3	-7	-4	-2.2	CCn1c(Cc2ccccc2)nnc1SCC(=O)Nc1ccc2c(c1)OCO2	-2	-4	5	-2.3	-4
0	-5	0	3	-0.8	O=C(NC1CCS(=O)(=O)C1)c1cccs1 (stereo unspecified)	-2	-71	-3	0.7	-42
-3	-8	-1	11	-0.4	COc1ccc(-c2cc(C3CCN(C(=O)OC(C)(C)C)CC3)[nH]n2)cc1	-6	3	-6	-0.7	6
5	4	0	21	-2.2	NS(=O)(=O)c1ccc(NC(=O)/C=C/c2ccco2)cc1	x	-1	-12	0.0	4
0	9	-15	-3	0.4	CCOC(=O)C1CCCN(C(=O)CN2C(=O)COc3ccc(C(C)(C)C)cc32)C1 (stereo unspecified)	-3	8	-20	-2.1	1
0	5	-2	-9	0.3	Cc1cccc(C2c3[nH]c4ccccc4c3CCN2C(=O)CN2CCOC2=O)n1 (stereo unspecified)	-3	12	-6	-1.0	0
-5	0	-1	0	0.3	COc1cccc(-c2nnc(SCC(=O)Nc3cc(C)on3)n2C)c1	-3	-2	-2	-0.6	-1
-1	0	-7	8	-0.3	COc1cc(-c2nc(C)c(C(C)=O)n2O)ccc1OCC(=O)Nc1ccc(F)cc1	x	-1	-9	0.3	-1
-2	5	4	-17	-0.9	COc1ccccc1N1CCN(C(=O)C2CCCCN2S(=O)(=O)c2ccc(C)cc2)CC1 (stereo unspecified)	-10	4	-6	0.2	5
x	0	0	10	0.0	O=S(=O)(Nc1ccc(Oc2ncccn2)c(Cl)c1)c1ccc(F)cc1	-1	4	1	-1.0	1
x	7	-3	1	0.9	O=C(Cc1ccccc1)NNC(=O)Nc1cccc(Cl)c1	-2	-3	1	x	9
-10	-3	8	-2	-1.7	O=[N+]([O-])c1ccc2ncnc(Nc3ccc4c(c3)OCCO4)c2c1	-4	0	-2	-1.6	2
x	-3	1	-14	2.0	COc1ccccc1NC(=O)C/C(N)=N/O	1	-1	5	-1.2	3
1	17	0	7	-1.0	CCc1ccc(N(CC(=O)NCCc2ccccc2)C(=O)CCC(=O)Nc2ccccn2)cc1	x	0	-7	-1.5	-10
-1	9	5	11	0.5	O=S(=O)(CCNCCc1ccccc1)NCc1ccccc1	-1	-3	-7	-0.3	-8
-3	-2	-3	-3	x	CCN1CCN(CCNC(=O)c2ccc(CS(=O)c3ccc(Br)cc3)o2)CC1 (stereo unspecified)	-3	2	0	-2.7	-2
0	-3	-1	-10	0.0	O=C(CSc1ccc2nnc(-c3cccnc3)n2n1)Nc1cccc(F)c1	-2	1	0	-2.3	-2
0	1	0	30	0.0	O=C(COC(=O)COc1ccc2c(c1)CCC2)Nc1ccccc1	-4	-3	1	0.0	-6
-4	-2	3	-12	-2.8	Cc1nc2ccccc2c(=O)n1NC(=O)c1ccccc1Cl	-4	-2	-7	-1.6	0
-3	1	3	0	-1.1	CN(CC1CCCO1)S(=O)(=O)c1ccc(C(=O)Nc2ccc(F)cc2)cc1 (stereo unspecified)	0	1	-13	-2.5	-1
-1	-9	-1	1	-0.3	COc1ccc2c(c1)c1nc(SCC(C)C)n(CCO)c(=O)c1n2C	x	6	-8	-0.2	1
1	8	2	-11	2.6	COc1ccc(C2=NOC(Cn3nc(-c4ccccc4)cc3C(=O)O)C2)cc1 (stereo unspecified)	1	-2	2	0.5	-21
0	-12	2	18	-0.2	CCn1c(=N)c(C(=O)NCCCOC)cc2c(=O)n3cccc(C)c3nc21	-4	-117	3	x	-2
-2	-10	3	6	-1.9	Cc1cc(C)n(-c2ccc(C(C)C)cc2)c(=O)c1C#N	-2	-1	-3	-1.4	-2
x	3	3	50	0.9	Cc1ncc(CO)c(/C=N/N=C/c2ccccc2O)c1O	2	2	7	-0.9	3
x	1	-1	-3	-0.1	O=C(O)CSc1nnc(-c2cccnc2)n1Cc1ccccc1	2	2	1	0.5	-5
2	5	-2	3	0.7	CCCc1cc(=O)[nH]c(SCC(=O)Nc2ccc([N+](=O)[O-])cc2C#N)n1	-3	2	0	1.0	4
-2	14	3	5	2.2	O=C(CN1CCC(C(=O)c2ccc3c(c2)OCCO3)CC1)NCc1ccc(F)cc1	-6	-2	0	-2.6	1
0	6	-6	4	2.2	Cc1noc(C)c1CSCC(=O)Nc1cc(C(F)(F)F)ccc1N1CCOCC1	1	7	5	-0.4	-2
10	0	4	-29	0.3	CCc1ccc(/C=N/NC(=O)c2cc(C3CC3)nc3ccccc23)s1	-2	4	-1	-0.4	8
-1	-3	-1	8	0.4	N#Cc1ccccc1S(=O)(=O)N1CCN(C(=O)CCNS(=O)(=O)c2ccc(Cl)cc2)CC1	x	1	-10	-1.4	2
1	-10	-1	-1	0.8	O=C(c1cccc(F)c1)N1CCC(N2CCOCC2)CC1	-2	3	-3	-0.4	-13
x	1	-7	-22	1.2	COc1ccc(-c2cnnn2-c2ccc(NC(=O)c3ccc(S(=O)(=O)N4CCCCC4)cc3)cc2)cc1	-3	3	-4	-5.1	1
x	-2	2	6	-7.2	O=C(O)CN(c1ccccn1)S(=O)(=O)c1ccc(Cl)cc1	-3	-1	4	0.3	17
1	-1	-3	15	-0.8	CC(=O)c1ccc(NC(=O)NC2CCCc3ccccc32)cc1 (stereo unspecified)	-6	-3	-12	-6.1	-1
-10	-4	-2	1	-0.6	CC1(C)CC(=O)C2=C(C1)OC1OC(=O)CC21C (stereo unspecified)	-2	-1	-5	-1.5	3
-3	7	-3	9	0.8	Cc1ccc(NC(=O)CSc2sc3c(O)cc(=O)[nH]c3c2C#N)c(F)c1	-9	-2	-9	-1.6	-8
u	11	9	-3	3.3	O=C(O)CC(NC(=O)C(c1ccccc1)c1ccccc1)c1ccc(F)cc1 (stereo unspecified)	0	-4	-9	-2.9	6
